TbREL1 inh: TbREL1 inhibition, primary screen; inhibition, % at 9.66 µM; P86926; AID 1117264; TbREL1 RNA ligation, FRET fluorescence; hit rate 0.49% among 89,000;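 active = inhibition above the mean inhibition across all screened compounds plus 3 SD, cut at about 11% in these data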;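 also: 0% = plate median of test wells and 100% = NSC42067 control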
Target sequence (P86926 whole entry, looked up): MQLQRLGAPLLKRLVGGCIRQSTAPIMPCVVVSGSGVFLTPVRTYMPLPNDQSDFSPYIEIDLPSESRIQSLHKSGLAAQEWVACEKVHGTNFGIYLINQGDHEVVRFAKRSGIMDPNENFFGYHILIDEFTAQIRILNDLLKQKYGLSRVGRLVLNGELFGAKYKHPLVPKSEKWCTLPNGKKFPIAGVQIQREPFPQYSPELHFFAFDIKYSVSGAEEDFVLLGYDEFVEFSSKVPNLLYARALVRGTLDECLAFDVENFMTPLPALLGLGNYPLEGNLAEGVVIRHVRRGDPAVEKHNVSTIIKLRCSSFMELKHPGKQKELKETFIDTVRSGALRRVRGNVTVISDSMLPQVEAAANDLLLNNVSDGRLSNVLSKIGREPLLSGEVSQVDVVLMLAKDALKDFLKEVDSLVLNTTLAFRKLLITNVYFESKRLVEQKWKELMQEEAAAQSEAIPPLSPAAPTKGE
The depositor's hits bear a star. This is a subset, so the mix of outcomes need not match the whole.

Molecule | TbREL1 inh
O=C(NCC(=O)N(CC1CCCO1)C1(C(=O)NC2CCCC2)CCCCC1)c1ccccc1 (stereo unspecified) | 0
CC1Cc2ccccc2N1S(=O)(=O)c1cccc(C(=O)Nc2cccnc2)c1 (stereo unspecified) | -3
COc1ccc(CN2CCN(C(=O)C3CCN(S(=O)(=O)c4cccs4)CC3)CC2)c(OC)c1OC | 1
COc1cc(-c2nc(C)c(C(C)=O)n2O)ccc1OCC(=O)Nc1ccc(F)cc1 | -5
COc1ccc(C)cc1NC(=O)c1nnn(Cc2cccc(F)c2)c1N | 5
Cc1ccc(/C=C/S(=O)(=O)NCc2ccc(F)cc2)cc1 | -3
Cc1occc1-c1nnc(SCC(=O)N2CCN(c3ccc(F)cc3)CC2)n1C | 1
COc1cc(C(=O)NCCc2ccc(S(=O)(=O)N3CCCC3)cc2)cc(OC)c1OC | 3
CC(C)(C)Nc1nc2cc([N+](=O)[O-])ccc2o1 | 2
CSc1cccc(NC(=O)CN2C(=O)c3ccccc3S2(=O)=O)c1 | 3
CCOC1(OCC)C(c2ccc(N)cc2)C(C#N)(C#N)C1(OCC)OCC (stereo unspecified) | 4
O=C(N/N=C/c1cc(Br)ccc1O)C(=O)Nc1ccccc1OC(F)(F)C(F)F | 4
Cc1nc(N2CCN(S(=O)(=O)c3ccccc3C#N)CC2)c2c(-c3ccccc3)csc2n1 | -1
N#Cc1cccc(NC(=O)CN2CCCCCC2)c1 | 2
CC(=O)Nc1ccc(S(=O)(=O)N2CCC(C(=O)NCCC(=O)Nc3ccccc3)CC2)cc1 | 0
CCOC(=O)C1=C(C)c2ccccc2N(S(=O)(=O)C(F)(F)F)C1C(=O)OCC (stereo unspecified) | -1
CCOC(=O)C1=C(c2ccccc2)NC(SCC(=O)Nc2ccccc2C)=C(C#N)C1c1ccco1 (stereo unspecified) | -1
CCOc1ccc(C2/C(=C(/O)c3ccc(S(=O)(=O)N4CCCCC4)cc3)C(=O)C(=O)N2CCCOC)cc1OC (stereo unspecified) | -1
O=C1NC[C@@H](CCCCN2C[C@H](Cc3ccccc3)N(CCc3ccc(O)cc3)C(=O)C2=O)N(CC2CCCCC2)C1=O | -1
COc1ccc(NC(=O)C2(C)Cc3c(-c4ccc5c(c4)OCO5)ccnc3O2)cc1OC (stereo unspecified) | -1

Given field by field: entries from further up.
Structure: CC(C)(C)Nc1nc2cc([N+](=O)[O-])ccc2o1
  TbREL1 inh: 2
Structure: CCOC(=O)C1=C(c2ccccc2)NC(SCC(=O)Nc2ccccc2C)=C(C#N)C1c1ccco1 (stereo unspecified)
  TbREL1 inh: -1
Structure: CC1Cc2ccccc2N1S(=O)(=O)c1cccc(C(=O)Nc2cccnc2)c1 (stereo unspecified)
  TbREL1 inh: -3

More results.
Molecule | TbREL1 inh
COc1ccccc1NC(=O)COC(=O)c1ccc2ccccc2n1 | 7
O=C(Nc1ccc(F)cc1)OCCN1CCN(Cc2ccccc2)CCC1=O | -3
O=C1C2ON(c3ccccc3)C(c3cccnc3)C2C(=O)N1Cc1ccccc1 (stereo unspecified) | 4
CC(C)NS(=O)(=O)c1ccc(OCC(=O)Nc2cccc(F)c2)cc1 | -4
NCCc1nnc(SCC(=O)c2ccc(Cl)cc2)o1 | 3
COc1ccccc1NC(=O)OC1CC2CC1[C@H]1CCCCN1[C@H]2Cc1ccccc1 (stereo partly specified) | -2
CCC(C)[C@H]1COCCS(=O)(=O)N1Cc1ccc(Br)cc1 (stereo partly specified) | -1
O=c1c2ccccc2nc(-c2ccccc2)n1Cc1ccco1 | -1
O=C(Cn1ncc2c(=O)oc3ccccc3c21)NCCCN1CCCC1=O | 2
CCOc1cc(/C=N/Nc2cc(C)nc(-n3nc(C)cc3C)n2)ccc1O | 3
COc1ccc(C(C(=O)NCc2ccccc2)n2c(=O)c(-c3ccco3)nc3ccccc32)cc1 (stereo unspecified) | 0
CCOc1ccc(CN(C)C(=O)CCN2C(=O)c3ccccc3C2=O)cc1OC | 3
COc1cc(CCC(=O)OCC(=O)Nc2nc(C)c(Cl)cc2Cl)cc(OC)c1OC | -3
COc1ccc(CCNS(=O)(=O)c2ccc(-n3cnnn3)cc2)cc1OC | 0
CC(c1ccccc1)N(C)CC(=O)NC(=O)NCCC1=CCCCC1 (stereo unspecified) | -2
NC(=O)C1=C(N)c2ccccc2C1c1ccccc1 (stereo unspecified) | 0
C[N+](C)(CCOc1ccccc1)Cc1ccccc1 (tested in a mixture with another compound) | 1
O=C(Cn1c(=O)n(Cc2ccco2)c(=O)c2ccccc21)Nc1cccc(Cl)c1 | -3
COc1ccc(CCN(C)C(=O)c2ccc(S(=O)(=O)Nc3ccccc3F)cc2)cc1OC | 0
CCCN(CC1CC1)C(=O)c1oc(=O)c2ccccc2c1-c1ccc(C)cc1 | 8

Arranged by SMILES length (lowest first): some entries from above
Molecule | TbREL1 inh
C[N+](C)(CCOc1ccccc1)Cc1ccccc1 (tested in a mixture with another compound) | 1
O=C(Nc1ccc(F)cc1)OCCN1CCN(Cc2ccccc2)CCC1=O | -3
COc1cc(CCC(=O)OCC(=O)Nc2nc(C)c(Cl)cc2Cl)cc(OC)c1OC | -3

New compounds follow
Molecule | TbREL1 inh
Cc1cccc(NC(=O)CNC(=O)CCc2nc3sc4c(c3c(=O)[nH]2)CCCC4)c1C | 0
C=CCNC(=O)c1onc(CSc2ccc(F)cc2)c1C(=O)NCCOC | -3
CCOC(=O)[C@@H]1[C@H]2COc3cc(OC)ccc3[C@@H]2N2C(=O)N(c3ccc(F)cc3)C(=O)[C@]12C | 0
CCOc1ccc(NC(=S)N(CCc2c(C)[nH]c3ccccc23)Cc2cccnc2)cc1 | -5
CCCCN(C(C)=O)c1c(N)n(CCC)c(=O)n(CC(=O)Nc2cc(Cl)cc(Cl)c2)c1=O | -3
NS(=O)(=O)c1ccc(CCNC(=O)c2ccc(=O)[nH]c2)cc1 | 2
Cc1onc(-c2ccccc2Cl)c1C(=O)N1CCN(C)CC1 | 3
COc1ccc(/C=N/N2C(=N)SCC2=O)cc1 | 2
Cc1ccc(Nc2c(-c3ccccc3O)nc3ncccn23)cc1 | 1
Cc1ccc2nc3sc(C(=O)N4CCN(C)CC4)cc3cc2c1 | -5
O=C(CN(CC1CCCO1)C(=O)CCC(=O)Nc1nccs1)NCc1ccc2c(c1)OCO2 (stereo unspecified) | -2
Cc1ccc(-c2cnc3c(c2)C(=O)N([C@H](C)CO)C[C@H](C)[C@@H](CN(C)Cc2ccccc2F)O3)cc1 | -1
O=C(COc1ccc(Br)cc1CNC1CCCCC1)NCCc1ccccc1 | 7
Cc1nnc(SCC(=O)NC2CCCCC2)[nH]c1=O | -1
CS(=O)(=O)c1ccc(Cl)c(C(=O)OCC(=O)NC2CCCCCCC2)c1 | 1
Cc1ccccc1CN1CCCCC(NC(=O)C2CCC2)C1=O (stereo unspecified) | -4
Cc1ccc(C(=O)C2=C(O)C(=O)N(Cc3cccnc3)C2c2cccc([N+](=O)[O-])c2)o1 (stereo unspecified) | 1
Clc1ccc(CSc2nnc(-c3ccccn3)n2Cc2ccco2)cc1Cl | 4
Cn1c(SCc2nc3ccccc3[nH]2)nnc1-c1ccccn1 | -1
O=C(NCCc1nnc2ccc(NCc3ccccc3Cl)nn12)c1ccccc1 | -1

Some of the entries so far, with the structure last:
| TbREL1 inh | compound |
| --- | --- |
| -2 | O=C(CN(CC1CCCO1)C(=O)CCC(=O)Nc1nccs1)NCc1ccc2c(c1)OCO2 (stereo unspecified) |
| -1 | Cc1ccc(-c2cnc3c(c2)C(=O)N([C@H](C)CO)C[C@H](C)[C@@H](CN(C)Cc2ccccc2F)O3)cc1 |

The results go on:
Molecule | TbREL1 inh
O=C(NCCc1c[nH]c2ccccc12)OCc1cn(Cc2cccc(C(F)(F)F)c2)nn1 | -7
COc1cc(C2C(C(C)=O)=C(O)C(=O)N2CCN(C)C)ccc1O (stereo unspecified) | 2
Cc1ccc(NC(=O)c2ccc(CS(=O)(=O)Cc3ccccc3C)o2)c(C)c1 | 6
O=C(O)Cc1sc(Nc2ccc(F)cc2)nc1-c1cccs1 | 2
Cc1ccc(C)n1-c1ccc(NC(=O)c2ccccc2)cc1 | -2
Cc1nn(C)c(C)c1NC(=O)CSc1nc(C2CC2)nc2c1cnn2-c1ccccc1 | -2
CCCn1c(N)c(C(=O)CSc2nnc(-c3ccco3)n2Cc2ccccc2)c(=O)[nH]c1=O | 0
Cc1ccc(C)c(NC(=O)CN(C)C(=O)c2ccc3c(=O)n4c(nc3c2)CCC4)c1 | 0
COC(=O)C1=C(C)Nc2ccc(C)cc2S1 | -3
Cc1ccc(S(=O)(=O)N(C)c2ccc(C(=O)N(CC(C)C)C3CCS(=O)(=O)C3)cc2)cc1 (stereo unspecified) | -5
C=CCSc1nnc(NC(=O)CSc2nc3ccccc3o2)s1 | -1
O=C(Cn1ncc2c3ccccc3n(Cc3ccccc3F)c2c1=O)NC1CC1 | 0
COc1ccc(CC(=O)Nc2nccs2)cc1OC | 1
CCOc1ccc(CCNC(=O)C2CCN(c3ccc(N4CCOCC4)nn3)CC2)cc1OCC | 3
COC(=O)[C@]12C[C@H](CC(=O)NCc3cccc4ccccc34)C(=O)N(Cc3ccccc3)C1=C[C@H](COCc1ccccc1)O[C@@H]2C | 0
Cc1ccc(SCc2cn3c(C)cc(C)nc3n2)cc1 | 6
COC(=O)[C@]12C[C@H](CC(=O)N3CCCC3)C(=O)N(CCc3ccc(OC)c(OC)c3)C1=C[C@H](C(C)C)O[C@@H]2C1CC1 | -4
COC(=O)c1ccc(C23CC4(C2)[C@H](CN(Cc2cccnc2)[C@@H]4c2ccccc2)C3c2ccc(Cl)nc2)cc1 (stereo partly specified) | 0
C[C@H]1CN=C(N(C)C)N1CC1CCC(C(C)(C)C)CC1 (stereo partly specified) | 4
Oc1ccc(-c2nnc(SCC3CCCCC3)o2)cc1 | -3
Cc1ccccc1CN1CCCCC(NC(=O)c2cccc(F)c2)C1=O (stereo unspecified) | -2
COCCNC(=O)C(c1ccc(C)cc1)N(CCOC)C(=O)CCC(=O)Nc1nccs1 (stereo unspecified) | -5
CCOc1ccccc1NC1=C(OC)C(=O)C(Nc2ccccc2OCC)=C(OC)C1=O | 4
Cc1c(C(=O)C(=O)NCC2CCCO2)c2ccccc2n1C (stereo unspecified) | -2
Cc1ccc(C)c(C(=O)CN2C(=O)NC3(CCCCCCC3)C2=O)c1 | 1
CN(C)S(=O)(=O)c1cccc(N=C2SCCN2Cc2ccccc2)c1 | 5
O=C(Cn1[nH]c(=O)c2ccccc2c1=O)OCC(=O)c1ccc(F)cc1 | 0
Cc1ccccc1NC(=O)CCc1c(C)nn(-c2ccc(N3CCCCC3)nn2)c1C | 0
NC(=O)c1cc([N+](=O)[O-])ccc1NCC1CCCCC1 | 7
COc1ccc(C(=O)NCCCNC(=O)c2cccnc2)cc1OC | 3
Cc1cccc(NC(=O)C2CCCN(S(=O)(=O)c3cccc4nonc34)C2)c1 (stereo unspecified) | 4
CC1=C(C(=O)OCC2CCCO2)C(c2ccc(C)cc2)C2=C(CCCC2=O)N1 (stereo unspecified) | -2
O=C1c2ccccc2-c2nccnc21 | -1
C/C(=N\NC(=O)c1nnn(-c2nonc2N)c1-c1ccccc1)c1ccco1 | 3
Cc1cccc(C)c1NC(=O)CN(C)C(=O)c1ccc(-c2cccc(C(F)(F)F)c2)o1 | 0
Cc1cc(C)n2nc(C(=O)Nc3ccc4c(c3)OCCO4)nc2n1 | 2
CCc1ccccc1N(CC(=O)NC(C)(C)CC)C(=O)CCC(=O)Nc1nccs1 | 1
CCC(C)Sc1nc2ccccc2c(=O)[nH]1 (stereo unspecified) | 1
COc1ccc(C2c3c(-c4ccccc4O)n[nH]c3C(=O)N2Cc2ccco2)cc1OC (stereo unspecified) | -4
Cc1ccc(S(=O)(=O)N2CCN(C(=O)COC(=O)c3cc(C)oc3C)CC2)cc1 | 4
O=C(CCCn1c(=O)[nH]c2ccsc2c1=O)NCc1cccs1 | 1
Cc1cc(C)n2nc(C(=O)N/N=C/c3ccco3)nc2n1 | 3
O=S(=O)(CCN1CCCCC1)Oc1ccc(Cl)cc1Cl | 8
S=C(NCCc1ccccc1)Nc1ccccc1 | -2
CCOC(=O)c1c(NC(=O)CN(C)C)sc(C(=O)N(CC)CC)c1C | 2
CC(=O)Nc1ccc(NC(=O)C(C)OC(=O)CC2CCCCC2)cc1 (stereo unspecified) | -2
COc1ccc(NS(=O)(=O)c2ccc3c(c2)[C@H]2C=CC[C@H]2[C@@H](c2ccc(C(=O)O)cc2)N3)cc1 | 15*
Cc1ccccc1C(=O)NNC(=O)c1cc(N)cc([N+](=O)[O-])c1 | 4
O=S(=O)(c1ccc(Cl)s1)N1CCC(c2nc3ccccc3o2)CC1 | 2
O=C(NCc1ccccc1)c1cccc(COc2ccc3c(c2)CCC3)c1 | 0
Cc1c(C(=O)NC(C)CCc2ccccc2)cccc1[N+](=O)[O-] (stereo unspecified) | 1
COC(=O)N/N=C/c1ccc(-c2cccc(Cl)c2)o1 | -1
OCCCn1c(-c2ccccc2)nc(=S)c2c1CCCC2 | -1
Cc1ccc(-n2cc(CNCCCn3ccnc3C)c(-c3ccc(F)cc3)n2)cc1 | 5
O=C1CC(c2ccco2)CC(O)=C1C=NCCO (stereo unspecified) | -2
CC(=O)c1cccc(NC(=O)CO/N=C2/CCCc3nonc32)c1 | 2
C1CN(c2nc3nonc3n3nnnc23)CCO1 | 0
CCCCCSc1nc(C)c(CC(=O)O)c(=O)[nH]1 | 5
COc1ccc(S(=O)(=O)N2CCN(CC(=O)Nc3ccc(F)c(F)c3)CC2)cc1 | -1
CC(C)(C)N1C(=O)c2ccccc2NC(=O)C1C(=O)Nc1ccc(N2CCOCC2)cc1 (stereo unspecified) | -3
Cc1cc(C)cc(OCc2nnc(N)s2)c1 | 3

Compound activity deposited in PubChem by The Scripps Research Institute Molecular Screening Center.
